Bioassay records as filed in PubChem BioAssay.
BL2 CD40 inh: CD40 pathway inhibition in BL2 cells; BL2 NF-kB luciferase reporter, CD40L-induced, 4 h; AID 1053188; inhibition, % at 10 µM; actives 0.94% (n = 83,000);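 active = mean inhibition of at least 50% with a set share of replicates also reaching that level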;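 note: 0% = neutral control wells and 100% = IKK inhibitor VII at 50 µM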
Numbers without * were called inactive; [ ] = another dose, or the depositor's remark. Some of the compounds tested; the hit share may differ from the screen's.

SMILES | BL2 CD40 inh
CC(=O)c1cccc(S(=O)(=O)Nc2ccccc2N2CCOCC2)c1 | 10
CN1Cc2ccccc2CC1CNCc1c(C(=O)N2CCCC2)nc2ccccn12 (stereo unspecified) | -1
COc1ccc(C(=O)OCC(=O)N2CCN(C(=O)c3ccco3)CC2)cc1OC | 8
O=C1[C@@H]2[C@H](Cc3ccc(O)cc3)N[C@]3(C(=O)Nc4ccccc43)[C@@H]2C(=O)N1c1ccc(F)cc1 | -6
Cc1ccc(/C=N/NC(=O)c2c[nH]c3ccccc23)o1 | -45
O=C(c1cc(-c2ccc(Cl)s2)nc2ccccc12)N1CCOCC1 | -12
Cc1ccc(NC(=O)CNC(=O)c2cccc(Cl)c2)nc1 | 66*
COc1cc(C=O)c([N+](=O)[O-])cc1OC | -5[25 µM]
O=C(CN1CCCC1)Nc1ccc([N+](=O)[O-])cc1 | -5
O=C(OCC(=O)C12CC3CC(CC(C3)C1)C2)c1cccnc1 | -33
Cc1ccc(Cn2ccc(NC(=O)c3noc4c3CCCCC4)n2)cc1 | -46
CCOc1ccc(CCNC(=O)COC(=O)c2cccc(S(=O)(=O)N3CCCC3)c2)cc1OCC | -11
CCCS(=O)(=O)N1CCCC(C(=O)NCCN2CCCCC2C)C1 (stereo unspecified) | 7
CCC(=O)N1CCC1(C)C(=O)Nc1cnc2ccccc2c1 (stereo unspecified) | -7
O=C(COc1ccc2ccccc2c1)N1CCN(c2ccccc2)CC1 | 12
COc1cc(OC)cc(C(=O)Nc2nc(CC(=O)NC(C)c3ccccc3)cs2)c1 (stereo unspecified) | 13
CC(C)NC(=O)Nc1ccc2c(c1)C(=O)N(C)C[C@H](C)[C@@H](CN(C)S(C)(=O)=O)O2 | 4
C[C@@H]1CN([C@H](C)CO)C(=O)CCCn2nncc2CO[C@@H]1CN(C)C(=O)Nc1ccc(-c2cccs2)cc1 | -5[25 µM]
Cc1ccc(S(=O)(=O)N(C)C[C@H]2OCc3cn(nn3)CCCC(=O)N([C@@H](C)CO)C[C@@H]2C)cc1 | 2
O=C(Nc1ccc2c(c1)OCO2)C1CCN(C(=O)c2ccc(Cl)cc2)CC1 | 1
CCN(CC)CCNC(=O)c1ccc(NC(=O)c2cccc(S(=O)(=O)N(C)C3CCCCC3)c2)cc1 | 4
CN1C(=O)CN(CCN2CC(=O)N(C)C(=O)C2)CC1=O | 5
CCOC(=O)c1oc2ccccc2c1COC(=O)CNC(=O)c1cc(OC)c(OC)c(OC)c1 | -15
NNC(=O)c1ccc(COCC(F)(F)F)cc1 | -1
O=C(c1ccco1)N(Cc1ccccc1)Cc1ccccn1 | 4
Cn1c(SCc2c(F)cccc2Cl)nc2ccccc2c1=O | 6
O=c1[nH]c(-c2ccccc2)cnc1-c1ccccc1 | -56
Cc1cc(C)n2nc(C(=O)OCC(=O)Nc3ccc(C)c(S(=O)(=O)N4CCOCC4)c3)nc2n1 | 8
O=C(N[C@@H]1C=C[C@@H](CC(=O)N2CCC(Cc3ccccc3)CC2)O[C@@H]1CO)c1cnccn1 | -8[25 µM]
COc1ccc(NC(=O)CSc2nc(N)cc(=O)[nH]2)cc1S(=O)(=O)N1CCCCC1 | -4
Cc1ccc(C(=O)C(C)OC(=O)CNC(=O)c2ccc(Br)o2)cc1 (stereo unspecified) | 4
Cc1onc(-c2ccccc2)c1C(=O)N1CCN(Cc2ccccc2)CC1 | 5
Cc1c(-c2csc(N)n2)cnn1C | 0
CC(=O)NCC1CCCN(Cc2cn(-c3ccccc3)nc2-c2ccc3c(c2)OCO3)C1 (stereo unspecified) | 12
O=[N+]([O-])c1c(Cl)cc(Cl)cc1Cl | 5
NC(=O)c1ccsc1NC(=O)COC(=O)Cc1ccccc1Cl | -8
O=C(NC1=NCCS1)NC12CC3CC(CC(C3)C1)C2 | 1
Cc1ccc2c(c1)C1C[N+](C)(CC(=O)Nc3ccccc3Cl)CCC1N2C(=O)c1ccccc1Cl (stereo unspecified) | -3
CCn1c(C)cc(/C=C2/SC(=S)N(CC(=O)O)C2=O)c1C | 20
Cc1cnc(C(=O)Nc2cccc3cccnc23)cn1 | 2
O=S(=O)(c1ccc(Sc2nnc3ccccn23)nc1)N1CCOCC1 | 4
CCOc1ccc(C(=O)NCC(C)CN(C)C)cc1OCC (stereo unspecified) | 7
COc1ccc(-c2cc(C(=O)NC3CCCC3)no2)cc1OC | -58
CCOc1ccccc1C(=O)NCCCCCC(=O)O | 8
CCOc1ccccc1OCCOc1ccc(F)cc1 | -11
COc1ccc(N2CCN(C(=O)CSc3nc(C)cs3)CC2)cc1 | 5
CCc1ccccc1NC(=O)CN1C(=O)C2CCCN2c2ncc(Cl)cc21 (stereo unspecified) | -8
O=C(COC(=O)[C@@H]1CCCN1C(=O)c1cccs1)Nc1ccc(Br)cc1 | 2
O=C(Nc1ccc2c(c1)OCO2)c1ccc(N2CCCC2)c([N+](=O)[O-])c1 | -89
CC(=O)NC(CCS(C)(=O)=O)C(=O)Nc1cccc(C)c1C (stereo unspecified) | 2
O=C(Cn1cnc2cc([N+](=O)[O-])ccc2c1=O)NC1CCS(=O)(=O)C1 (stereo unspecified) | 28
CCCNC(=O)N(C)C[C@H]1Oc2ncc(C#CC3CCCCC3)cc2C(=O)N([C@H](C)CO)C[C@H]1C | -7[25 µM]
O=C(Nc1ccc(N2CCOCC2)nc1)c1ccc(F)cc1 | -39
O=C(CO/N=C/c1ccc2c(c1)OCO2)Nc1cccc(Br)c1 | -3
O=C(COc1ccc(Br)cc1)NCc1cn2ccccc2n1 | 14
O=S(Cc1ccccc1)CC(O)(c1ccccc1)c1ccccc1 (stereo unspecified) | -1
O=C(Nc1ccc2c(c1)OCO2)c1c(Cl)nc2sccn12 | -122
CN1[C@@H]2c3ccc(-c4cccnc4)c(=O)n3C[C@@H]2[C@@H](CO)[C@@H]1C(=O)N1CCc2ccccc2C1 | 8[25 µM]
CCC(=O)N1C[C@H](O)COC[C@@H]2O[C@@H](CC(=O)NCc3ccc(Oc4ccccc4)cc3)CC[C@H]21 | 1[25 µM]
C=CCNC(=O)CN1C(=O)C2C3c4ccccc4C(c4ccccc43)C2C1=O (stereo unspecified) | 4
Following part.
SMILES | BL2 CD40 inh
O=C(Nc1ccccc1)c1ccc2snnc2c1 | -27
CC(=O)c1c(C)[nH]c(C(=O)COc2ccc3ccc(=O)oc3c2)c1C | 2
O=C(NCc1ccccc1)N1CCNCC1 | 2
C(=N\n1cnnc1)/c1ccc2ncccc2c1 | -4
COc1ccccc1C(=O)NC(=O)CSc1nc(C)cs1 | -52
Nc1nonc1C(=O)N/N=C/c1cc2c(cc1Br)OCO2 | -8
CC12CCC(=O)N1C(C(=O)NCCc1ccc(F)cc1)CS2 (stereo unspecified) | -4
COc1cccc(C(=O)NCC(c2ccco2)N2CCOCC2)c1 (stereo unspecified) | 4
CN(C)C(=O)[C@H]1[C@H](CO)[C@H]2Cn3c(ccc(C4=CCCC4)c3=O)[C@@H]1N2CCC(F)(F)F | -2[25 µM]
Cc1nc2ccc(Cl)cc2[nH]1 | 15
O=C(COC(=O)Cc1ccsc1)Nc1ccc(Cl)cn1 | 32
Cc1cc(C(F)(F)F)nn1Cc1ccc(C(=O)NCc2ccco2)o1 | 3
CC1CCN(CCCNC(=O)c2ccc(CS(=O)(=O)Cc3ccccc3F)o2)CC1 | 5
O=C(CSc1nnc(NC2CC2)s1)Nc1ccc(N2CCOCC2)cc1 | -7
COc1cccc(CN(C)C(=O)c2ccc(Oc3ccccc3)cc2)c1OC | 8
Cc1cc(NCCN2CCOCC2)n2c(nc3ccccc32)c1C#N | 3
Fc1ccc2[nH]c3c(NCCN4CCOCC4)ncnc3c2c1 | 25
CCc1cc2c(=O)c(-c3nc4ccccc4n3C)coc2c(CN2CCN(C)CC2)c1O | 9
COc1ccccc1NC(=O)N(C)C[C@@H]1OCc2ccccc2-c2c(n(C)c3ccccc23)C(=O)N([C@H](C)CO)C[C@@H]1C | 9
O=C1COc2ccc(NC(=O)N3CCN(c4ccc(F)cc4)CC3)cc2N1 | 6
CCS(=O)(=O)N1CCCC(C(=O)NCc2cccnc2)C1 (stereo unspecified) | 6
CC(C)[C@@H]1CC=CC[C@@H](C)Oc2ccccc2C(=O)N(C)[C@H](Cc2ccccc2)C(=O)N1 (mixture of isomers) | 28[25 µM]
CC(=O)n1cc(/C=N/NC(=O)c2ccccc2O)c2ccccc21 | -48
O=C(O)C1CCN(S(=O)(=O)c2ccc(Oc3ccccc3)cc2)CC1 | 6
CC=Cc1ccc2n(c1=O)C[C@@H]1[C@@H](CO)[C@H](C(=O)NCCc3ccncc3)N[C@H]21 (mixture of isomers) | 4[25 µM]
COc1ccc(C(=O)COC(=O)CCN=C2NS(=O)(=O)c3ccccc32)c(OC)c1 | 6
Cc1ccc(C(C(=O)NC2CCCC2)N2CCCCC2)cc1 (stereo unspecified) | 4
COc1ccc(C(=O)Nc2ccc(Cl)c(S(=O)(=O)N3CCOCC3)c2)cc1 | -9
Cc1nn(-c2ccccc2)c(Cl)c1C(=O)NCC1CCCO1 (stereo unspecified) | 3
CCOc1ccc(NC(=O)CCN2C(=O)CSc3ccccc32)cc1 | 10

Quoted from above (seven entries):
SMILES | BL2 CD40 inh
O=C(O)C1CCN(S(=O)(=O)c2ccc(Oc3ccccc3)cc2)CC1 | 6
CC=Cc1ccc2n(c1=O)C[C@@H]1[C@@H](CO)[C@H](C(=O)NCCc3ccncc3)N[C@H]21 (mixture of isomers) | 4[25 µM]
COc1ccc(C(=O)COC(=O)CCN=C2NS(=O)(=O)c3ccccc32)c(OC)c1 | 6
Cc1ccc(C(C(=O)NC2CCCC2)N2CCCCC2)cc1 (stereo unspecified) | 4
COc1ccc(C(=O)Nc2ccc(Cl)c(S(=O)(=O)N3CCOCC3)c2)cc1 | -9
Cc1nn(-c2ccccc2)c(Cl)c1C(=O)NCC1CCCO1 (stereo unspecified) | 3
CCOc1ccc(NC(=O)CCN2C(=O)CSc3ccccc32)cc1 | 10

Next records
SMILES | BL2 CD40 inh
CCOC(=O)c1oc2nc(C(C)C)c3c(c2c1N)CCC3 | 1
N#C[C@H]1[C@@H](c2ccccc2C2=CCCC2)[C@@H](CO)N1C(=O)CN1CCOCC1 | -1[25 µM]
O=C(Nc1ccc(F)cc1)Nc1ccc(NC(=O)c2ccccc2O)cc1 | 18
COc1ccc2cc3cc(C(=O)N4CCN(Cc5ccc6c(c5)OCO6)CC4)oc3nc2c1 | 9
CC(C)[C@H]1C(=O)N[C@@H](c2ccc3c(c2)OCO3)CC=CC[C@@H](C)Oc2ccccc2C(=O)N1C (mixture of isomers) | 1
Cc1ccc(N(Cc2ccccc2)C(=O)c2cccc(S(=O)(=O)N3CC(C)OC(C)C3)c2)cc1 (stereo unspecified) | 2
Cc1ccc2c(Cl)c(C)c(N3CCOCC3)nc2n1 | 7
CCCC#Cc1ccc([C@@H]2[C@H]3CN(S(=O)(=O)c4ccccc4C)CC(=O)N3[C@H]2CO)cc1 | -3[25 µM]
Cc1cccc(Cc2nnc(CCC(=O)N(C)CCc3ccccc3)o2)c1 | -72
CSCC[C@H](NC(=O)CCNC(C)=O)c1nc2ccccc2[nH]1 | 14
Cc1cc(-c2ccc(C)c(S(=O)(=O)NCCN3CCC(C)CC3)c2)on1 | -1
O=C1Nc2ccccc2C12OC1CCCCC1O2 (stereo unspecified) | 6
CCCCn1c(N)c(N(CC(C)C)C(=O)c2ccco2)c(=O)[nH]c1=O | 3
CC(C)CNS(=O)(=O)c1ccc(CC(C)C)cc1 | 7
CC1(C(=O)NC2CCCCCCC2)CCC(=O)N1CCN1CCOCC1 (stereo unspecified) | 6

Ordered by the number under BL2 CD40 inh (largest number first): three of the compounds above
| Molecule | BL2 CD40 inh |
| --- | --- |
| COc1ccc2cc3cc(C(=O)N4CCN(Cc5ccc6c(c5)OCO6)CC4)oc3nc2c1 | 9 |
| CC(C)CNS(=O)(=O)c1ccc(CC(C)C)cc1 | 7 |
| Cc1cc(-c2ccc(C)c(S(=O)(=O)NCCN3CCC(C)CC3)c2)on1 | -1 |

An excerpt from above in order of heavy-atom count, highest first.
SMILES | BL2 CD40 inh
CCCC#Cc1ccc([C@@H]2[C@H]3CN(S(=O)(=O)c4ccccc4C)CC(=O)N3[C@H]2CO)cc1 | -3[25 µM]
Cc1cccc(Cc2nnc(CCC(=O)N(C)CCc3ccccc3)o2)c1 | -72
CC(C)CNS(=O)(=O)c1ccc(CC(C)C)cc1 | 7

Later entries:
SMILES | BL2 CD40 inh
CCN(CCn1cccn1)C(=O)CCc1nnc(Cc2c[nH]c3ccccc23)o1 | -8
CC(=O)NC(Cc1ccccc1)C(=O)NC1CCN(C(=O)NC2CCCCC2)CC1 (stereo unspecified) | -2
CN(CC(=O)Nc1ccc(OC(F)(F)F)cc1)C(=O)/C=C/c1cc2c(cc1[N+](=O)[O-])OCO2 | -3
O=C(COC(=O)Cn1cnc2ccccc21)Nc1ccc2c(c1)C(=O)c1ccccc1C2=O | -88
CN(CC(=O)NCc1cccnc1)S(=O)(=O)c1ccccc1 | 6
COc1cccc(OC)c1C(=O)NNS(=O)(=O)c1ccc2ccccc2c1 | 2
Cn1c(=O)c2c(nc3n2CC(COc2ccccc2)O3)n(C)c1=O (stereo unspecified) | 10
O=C(c1cccs1)N1CCN(Cc2ccncc2)CC1 | -2
CCC(=O)N[C@H]1CC[C@@H](CC(=O)NCc2ccccc2F)O[C@@H]1CO | 5[25 µM]
CC1c2ccsc2CCN1S(=O)(=O)c1cccs1 (stereo unspecified) | 9
CN(C)CCCNC(=O)C[C@H]1CC[C@@H]2[C@H](COC[C@H](O)CN2CC2CCCC2)O1 | 0
COc1ccc(C(=O)/C=C/Sc2nc3ccccc3o2)cc1 | 75*
Cc1noc(C)c1C(=O)N(C)C[C@H]1OCc2ccccc2-c2ccccc2C(=O)N([C@H](C)CO)C[C@@H]1C | -10[25 µM]
COc1ccc(-c2oc(/N=C/N3CCOCC3)c(C#N)c2-c2ccc(OC)cc2)cc1 | 8
CS(=O)(=O)N(CC(O)Cn1c2ccccc2c2ccccc21)c1cccc2ccccc12 (stereo unspecified) | 37
